# From PubChem BioAssay
# Giardia kill = kills Giardia lamblia. actives 0.15% (n = 340,000). activity change, % at 7.66 µM, hits read low. Giardia lamblia trophozoite viability; in the data active means activity change below about -80%; inconclusive means between about -30% and that limit;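 further: parasites exposed to compound for two days anaerobically before the ATP read; on the % scale 0 is the no-effect control and ±100 the full control effect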
#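 Viability, read as ATP luminescence: trophozoites at 100 cells/well, compound added, 48 hrs anaerobic at 37 deg C, then 15-30 min room-temperature development before reading.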
# Coupling enz = counter-screen for Giardia aldolase inhibitors: coupling enzyme system; coupling enzyme system counterscreen, AmpLite Red fluorescence; activity change, negative = inhibition, % at 58.2 µM, hits read low; actives 0.67% (n = 290,000); in the data active means activity change below about -30%; further: on the % scale 0 is the no-effect control and ±100 the full control effect
#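 Counterscreen lacking aldolase: glyceraldehyde-3-phosphate coupling-enzyme reagent preincubated 10 min at RT with compound (at 57.5 uM final), then substrate/coupling system with AmpLite Red added; fluorescence read at 525/598 nm after 20 min RT.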
# PKM2 act = activators of human pyruvate kinase M2; P14618; purified PKM2, Kinase-Glo ATP luminescence, activation; response scale: 0% is enzyme alone, no compound; Potency, µM (top dose mostly 57.5 µM), inactives show top-dose activation, most hits filed as activators; actives 0.34% (n = 260,000); AID 1631; further: potency means the concentration at half of the fitted maximal effect; on the % scale 0 is the no-effect control and ±100 the full control effect; nearly all actives have a fitted effect of over 55% in size
#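 Purified hPK-M2 (>95% pure) converted ADP (0.1 mM final) to ATP with 0.5 mM PEP in 50 mM imidazole pH7.2, KCl, MgCl2, Tween 20, BSA; 1 h at room temperature. ATP detected by Kinase-Glo luminescence.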
# a7 integrin act = activates integrin-mediated alleviation for muscular dystrophy; alpha7betagal myoblasts, beta-gal FDG fluorescence, 48 h; Potency, µM (highest dose often 38.3 µM), for inactives: at the highest dose activation, most hits filed as activators; actives 0.064% (n = 350,000);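 further: potency means the concentration at half of the fitted maximal effect; 100% = response of the positive control SU9516; nearly all actives have a fitted effect of over 60% in size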
#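 Alpha7betagal+/- myoblasts (passage 13) were plated 16-24 hr, then exposed to compounds (1:260 dilution of DMSO stock) for 48 hours at 37C. After MPER lysis, β-galactosidase reporter activity was read as FDG fluorescence (ex 480/em 540) after 30 minutes.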
# ASM inhibitor = blocks human secretory acid sphingomyelinase. placental ASM, HMU-PC fluorogenic substrate, 60 min. Potency, µM (doses to about 57.5 µM), for the others: top-dose activity change, negative = inhibition, hits mostly inhibitors. actives 0.006% (n = 340,000). AID 504937; further: potency means the concentration at half of the fitted maximal effect
# Target sequence (P17405 47-631 limits assumed): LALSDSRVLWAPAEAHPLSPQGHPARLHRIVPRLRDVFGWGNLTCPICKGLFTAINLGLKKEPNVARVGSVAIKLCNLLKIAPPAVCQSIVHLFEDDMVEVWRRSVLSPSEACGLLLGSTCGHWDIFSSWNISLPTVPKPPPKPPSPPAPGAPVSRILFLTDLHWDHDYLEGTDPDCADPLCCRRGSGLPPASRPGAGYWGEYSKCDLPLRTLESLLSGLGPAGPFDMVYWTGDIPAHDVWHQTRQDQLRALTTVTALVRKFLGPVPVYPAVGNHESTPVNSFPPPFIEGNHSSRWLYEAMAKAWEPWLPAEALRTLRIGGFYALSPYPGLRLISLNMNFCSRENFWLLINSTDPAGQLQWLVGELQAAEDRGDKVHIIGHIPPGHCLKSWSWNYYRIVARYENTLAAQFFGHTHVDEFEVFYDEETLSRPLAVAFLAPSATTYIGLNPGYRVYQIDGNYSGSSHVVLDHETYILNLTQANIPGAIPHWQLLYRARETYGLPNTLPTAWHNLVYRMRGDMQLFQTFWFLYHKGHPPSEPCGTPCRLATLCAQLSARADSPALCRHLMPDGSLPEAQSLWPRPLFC
#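 Fluorescence read-out (Ex 386 nm, Em 447 nm) after stopping the reaction at pH 10. Enzyme: ASM from human placenta; substrate HMU-PC0, 9 uM final; 60 min, 37 °C. Compound preincubation 10 min, ambient temperature.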
# Menin-MLL TR inh = menin-MLL binding inhibition, Texas Red mutant peptide; AID 1768; actives 0.23% (n = 270,000); Menin + Texas Red MLL mutant peptide, fluorescence polarization; Potency, µM (top dose mostly 61.6 µM), inactives show at the highest dose FP activity change, negative = inhibition, usual class: inhibitors; O00255; active means well fitted inhibition curve with a large enough effect in the polarisation, with a control signal flat, not every such curve was filed as active; inconclusive means small, poorly fitted or top-dose-only effect, or effect the other way, or a change in a side signal; inactive means no such curve, though single readings can be large or run the other way; the % refers to the polarisation; further: potency means the concentration at half of the fitted maximal effect; % of control where 0% means no effect; many of its hits are not listed in these tables
# Tb PFK inh = inhibitors of T. brucei phosphofructokinase; O15648; T. brucei PFK, ADP-Glo luminescence; Potency, µM (titrated, usually from 57.5 µM), for inactives: top-dose activity, negative = inhibition, hits mostly inhibitors; actives 0.17% (n = 330,000); AID 485367;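 further: potency means the concentration at half of the fitted maximal effect; 0% = uninhibited 1x PFK enzyme wells and -100% = no-enzyme wells; nearly all actives have a fitted effect of over 60% in size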
#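 PFK 1.25 nM, F6P 0.5 mM, ATP 0.1 mM, 0.1 M TEA pH 8.0, 5 mM MgCl2, 0.01% Tween20, 0.1% BSA; 45 min RT. ADP-Glo readout. qHTS titration up to 57 uM; curves fitted, compounds curve-classed.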
# Chronic BCR inh = inhibitors of chronic active B-cell receptor signaling. Potency, µM (doses to about 46.1 µM), without a hit: at the highest dose ratio change, negative = lower green/red ratio, most hits filed as inhibitors. actives 0.05% (n = 340,000). ABC-DLBCL IkBa-CBG/CBR reporter, luminescence ratio, 4 h. AID 493014; active means well fitted inhibition curve with a large enough effect in the signal ratio, with a control signal flat, not every such curve was filed as active; inconclusive means small, poorly fitted or top-dose-only effect, or effect the other way, or a change in a side signal; the % refers to the signal ratio;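 further: potency means the concentration at half of the fitted maximal effect; plate controls were basal doxycycline-induced cells for no effect and cells given 10 µM MG132 for full effect; MG132 reads +100%, hits lower the ratio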
#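 TMD8 ABC-DLBCL cells carrying doxycycline-inducible green luciferase fused to IkappaBalpha plus unfused red luciferase were exposed to compounds (up to 46 uM) for 4 hrs at 37C. Activity came from the overlap-corrected green/red luminescence ratio.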
# PTAP TSG101 blk = blocks PTAP/TSG101 interaction to inhibit HIV-1 budding; Potency, µM (highest dose often 115 µM), for inactives: at the highest dose activity change, negative = inhibition, usual class: inhibitors; AID 493005; 340,000 tested, under 10 active; Fluorescence polarization, FITC-PTAP peptide / Tsg101 binding; active means well fitted inhibition curve with a large enough effect in the main read-out, with a control signal flat, not every such curve was filed as active; inconclusive means small, poorly fitted or top-dose-only effect, or effect the other way, or a change in a side signal; inactive means no such curve, though single readings can be large or run the other way; further: potency means the concentration at half of the fitted maximal effect; % of control where 0% means no effect
#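 Steps: Tsg101 binding domain dispensed (10 uM final), compounds pinned in DMSO, FITC-labeled PTAP-motif peptide added (50 nM final); after 20 min binding at room temperature, polarization measured.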
# B2AR arrestin = agonists driving beta-arrestin recruitment to human beta2-adrenergic receptor. P07550. beta-arrestin recruitment to beta2AR, cell-based reporter. Potency, µM (doses to about 46.1 µM), without a hit: at the top dose activation, most hits filed as activators. actives 0.02% (n = 330,000). AID 492947;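 further: potency means the concentration at half of the fitted maximal effect; 0% = DMSO controls and full agonism = EC100 isoproterenol or metaproterenol; nearly all actives have a fitted effect of over 65% in size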
# GALK inh = inhibitors of human galactokinase. P51570. Purified GALK, Kinase-Glo residual ATP luminescence. Potency, µM (titrated, usually from 57.5 µM), without a hit: at the top dose activity change, negative = inhibition, actives largely listed as inhibitors. actives 0.007% (n = 270,000); further: potency means the concentration at half of the fitted maximal effect; on the % scale 0 is the no-effect control and ±100 the full control effect
# Target sequence (P51570 whole entry, looked up): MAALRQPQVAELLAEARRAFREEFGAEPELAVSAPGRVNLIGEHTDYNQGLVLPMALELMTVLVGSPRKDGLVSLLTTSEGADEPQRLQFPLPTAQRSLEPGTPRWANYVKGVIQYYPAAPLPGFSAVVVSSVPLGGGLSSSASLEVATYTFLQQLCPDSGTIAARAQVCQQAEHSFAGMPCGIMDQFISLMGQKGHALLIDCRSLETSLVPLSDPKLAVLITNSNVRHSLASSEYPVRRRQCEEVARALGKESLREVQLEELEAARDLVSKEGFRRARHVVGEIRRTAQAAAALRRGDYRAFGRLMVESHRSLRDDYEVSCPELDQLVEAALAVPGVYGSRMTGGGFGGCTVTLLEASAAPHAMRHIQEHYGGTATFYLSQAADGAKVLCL
#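 Kinase-Glo Plus luminescence measured ATP left after a 1 h room-temperature reaction. The reaction used 5 nM GALK, 100 uM galactose and 35 uM ATP at pH 8.0 (20 mM HEPES, 5 mM MgCl2, 60 mM NaCl, 1 mM DTT, 0.01% BSA).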
# * marks the source's active call; other numbers are inactive results; ? = inconclusive; . = no result given; [ ] = another dose, or the depositor's remark. Unless noted, the call rests on the fitted dose curve; in most records, active means well fitted curve in the direction sought with a large enough effect; inconclusive means small, poorly fitted or top-dose-only effect, or another doubt; inactive means no such curve, though single readings can be large; an effect the other way counts as inactive or inconclusive.
SMILES,Giardia kill,Coupling enz,PKM2 act,a7 integrin act,ASM inhibitor,Menin-MLL TR inh,Tb PFK inh,Chronic BCR inh,PTAP TSG101 blk,B2AR arrestin,GALK inh
CCCN(CC(=O)Nc1ccccc1C)C(=O)c1ccc(N2CCCC2)c([N+](=O)[O-])c1,-8,.,.,5%,-7%,.,0%,1%,-1%,-0.4%,.
Cc1cc(=O)n(CC(=O)NC2CC2)c2c1c(C)nn2-c1ccccc1,11,2,-2%,-56%[inhibitor],-2%,-2%,0%,-5%,3%,-0.5%,5%
CCCc1nc2ccc(NC(C)=O)cc2c(=O)n1Cc1ccc(Cl)cc1,-18,0,0%,0%,-11%,4%,-1%,?,-2%,0.2%,-3%
N/C(=N\N=C\c1cccs1)SC1CC(=O)N(c2ccc(Br)cc2)C1=O (stereo unspecified),-7,-1,2%,-8%,-2%,?,1%,2%,-3%,-0.2%,9%
CN(C)c1ccc(NC(=O)Cn2ncn3c(cc4ccccc43)c2=O)cc1,5,-3,1%,25%,2%,?,0%,-2%,-8%,-0.1%,-3%
Cc1cccc(NC(=O)CSc2nc3ccccc3nc2N2CCCC2)c1C,3,-2,-22%,-11%,77%[activator],-20%,0%,-3%,-2%,0.5%,.
Cc1cc(C)nc(NNC2=CC(=[N+]3CCCCC3)CC(C)(C)C2)n1,-11,1,?,-35%,-3%,-13%,-2%,25%,1%,0.1%,5%
CCC(C)(C)n1nnnc1C(c1cccs1)N1CCCCC1 (stereo unspecified),1,5,-3%,-7%,5%,-14%,-2%,0%,-2%,-1.5%,-2%
COc1ccccc1C1CC(=O)Oc2ccc(C(C)(C)C)cc21 (stereo unspecified),1,2,.,-12%,0%,7%[94.6 µM],-1%,7%,-4%,-0.8%,.
COc1ccc(N=Cc2[nH]c3ccccc3c2O)cc1,-26,-38*,-5%,19%,-7%,0%,2%,?,8%,-0.5%,-2%
CS(=O)(=O)c1ccc(N)c(SSc2cc(S(C)(=O)=O)ccc2N)c1,-30,.,.,32%,-1%,.,?,0%,3%,0.0%,.
CC(C)Sc1n[nH]c2nc3c(c(=O)n12)C1(CCCC1)Cc1ccccc1-3,.,5,-4%,.,.,21%,-1%,9%,.,-1.9%,2%
CCCCOC(=O)Cn1c(=O)oc2ccc(C)cc21,-8,-2,7%,22%,5%,-1%,-2%,2%,-2%,-0.2%,0%
O=C(Nc1nc2ccccc2s1)c1ccc(F)cc1,?,-3,-5%,0%,0%,22%,0%,?,2%,0.0%,6%
C=CCNC(=O)COc1ccc(Oc2ccccc2)cc1,-4,0,-13%,-23%,-4%,16%,0%,?,-3%,-0.2%,1%
CCOC(=O)C1CCCN(C/C=C/c2ccccc2)C1 (stereo unspecified),-4,2,-5%,19%,0%,-20%,-1%,1%,3%,-0.3%,3%
Cc1ccc(C(=O)NCC(=O)OCC(=O)c2ccc(C)c([N+](=O)[O-])c2)cc1,10,2,-1%,-3%,0%,-18%,-15%,-7%,-8%,-0.4%,-7%
O=C(NCCCn1ccnc1)C(Cc1ccc([N+](=O)[O-])cc1)N1C(=O)c2ccccc2C1=O (stereo unspecified),-3,1,-2%,13%,3%,0%,19%,7%,0%,-0.1%,0%
COCc1cc(N2CCCC2)nc(-c2ccccc2)n1,-19,0,.,2%,8%,-4%,3%,11%,-3%,-0.3%,10%
Cc1nc(C)c(C(=O)OCC(=O)NCc2ccccc2Cl)s1,13,.,.,6%,4%,.,-11%,0%,-5%,-1.6%,.
CC12C(=O)N(c3ccccn3)C(=O)C1C1C=CC2C1 (stereo unspecified),17,2,5%,-1%,1%,3%,3%,15%,1%,-0.6%,2%
CCN1CCN(C(=O)c2cc(COc3ccc(F)cc3F)on2)[C@@H](C)C1=O,?,0,.,0%,0%,6%,-1%,2%,-7%,0.1%,1%
C#CC[N+]1(CC#Cc2ccc(C)cc2)CCCCC1,-11,1,-5%,-2%,3%,17%,0%,?,0%,-0.8%,0%
COc1ccc(CCNC(=O)c2cc(S(=O)(=O)N3CCCCC3)c[nH]2)cc1OC,18,0,-4%,5%,2%,3%,7%,1%,-3%,-0.6%,.
CCc1c(O)cc2n(c1=O)-c1ccccc1C2(C)C,11,-1,11%,13%,0%,0%,-12%,2%,-2%,-0.7%,1%
O[C@@H]1CN(Cc2ccc(-n3cccn3)cc2)CC[C@H]1N1CCN(c2ccccc2F)CC1,-12,0,4%,-37%,5%,-14%,-6%,0%,-3%,5.6%,2%
Oc1ccc(Cl)cc1CNCc1ccc(Cl)nc1,-1,.,.,29%,2%,.,-3%,?,.,0.2%,.
COc1ccc(CNC(=O)CCCn2nc(C)n3ccnc3c2=O)cc1,2,2,0%,6%,7%,3%,1%,0%,-11%,-0.2%,.
CCN(CC(=O)NCc1cccs1)C(=O)CN(C)S(=O)(=O)c1ccc(C)cc1,-3,.,.,0%,.,.,1%,0%,-2%,0.2%,.
Cc1ccc(N2C(=O)c3ccc(C(=O)N4CCN(Cc5ccccc5)CC4)cc3C2=O)cc1,5,2,10%,2%,-1%,.,-4%,7%,-1%,-0.6%,.
Cc1ccc2cccc(NC(=S)NC(=O)c3ccnn3C)c2n1,4,-23,2%,-29%,1%,43%[activator],5%,?,0%,-1.1%,2%
CC(C)(C)n1nc2c(c1NC(=O)CCCc1ccccc1)CS(=O)C2 (stereo unspecified),-2,5,-9%,17%,-3%,6%,-1%,-1%,-5%,0.4%,4%
O=C(OCn1ncc(Cl)c(Cl)c1=O)c1ccc(F)cc1,.,0,-2%,.,.,-5%,0%,?,.,-0.5%,-6%
COc1cc(OC)cc(N(C(=O)c2ccco2)C(C(=O)NC2CCCC2)c2ccc(N3CCOCC3)cc2)c1 (stereo unspecified),-14,0,0%,2%,1%,-14%,0%,-2%,2%,0.2%,-1%
CC1CCN(C2CCN(S(=O)(=O)c3ccc(F)cc3)CC2)CC1,11,1,0%,-19%,1%,-14%,0%,2%,0%,-0.4%,.
O=C(O)CC(C(=O)O)N1C(=O)/C(=C/C=C/c2ccco2)SC1=S (stereo unspecified),4,-3,7%,-27%,-7%,.,8.5µM*,-1%,5%,-0.7%,3%
CC(=O)c1cccc(NC(=O)C(C)OC(=O)c2ccc3ncsc3c2)c1 (stereo unspecified),-14,.,.,-14%,0%,.,-9%,-15%,-5%,0.1%,.
Cn1nccc1C(=O)Oc1ccc(/C=N/NC(=O)c2ccccc2O)cc1,-9,1,0%,1%,22%,29%,1%,?,-1%,0.2%,0%
CCS(=O)(=O)N1CCC(C(=O)NCc2ccco2)CC1,8,1,-1%,5%,0%,16%,1%,-7%,1%,0.1%,-1%
O=C(CNC(=O)c1cccc(Br)c1)N/N=C/c1cccnc1,-9,4,-1%[0.46 µM],?,1%,-4%,5%,0%,-3%,0.2%,6%

# 4 records drawn at random from those above, as already listed:
SMILES,Giardia kill,Coupling enz,PKM2 act,a7 integrin act,ASM inhibitor,Menin-MLL TR inh,Tb PFK inh,Chronic BCR inh,PTAP TSG101 blk,B2AR arrestin,GALK inh
CCS(=O)(=O)N1CCC(C(=O)NCc2ccco2)CC1,8,1,-1%,5%,0%,16%,1%,-7%,1%,0.1%,-1%
CC(=O)c1cccc(NC(=O)C(C)OC(=O)c2ccc3ncsc3c2)c1 (stereo unspecified),-14,.,.,-14%,0%,.,-9%,-15%,-5%,0.1%,.
Cn1nccc1C(=O)Oc1ccc(/C=N/NC(=O)c2ccccc2O)cc1,-9,1,0%,1%,22%,29%,1%,?,-1%,0.2%,0%
O=C(CNC(=O)c1cccc(Br)c1)N/N=C/c1cccnc1,-9,4,-1%[0.46 µM],?,1%,-4%,5%,0%,-3%,0.2%,6%

# The list is partial, so the mix of outcomes need not match the whole.
